NR2E3 ag-1: inhibitors of NR2E3-RetCOR corepressor binding, primary screen, NR2E3 agonist project, biochemical, TR-FRET, GST-NR2E3, biotin-RetCOR; Photoreceptor-specific nuclear receptor (Homo sapiens), Q9Y5X4; 1536-well; inhibition of corepressor binding, % at 4.78 µM; 0.12% of 320,000 active; AID 2300, 2010;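 active = percent inhibition above the cutoff of mean plus 3 SD of all tested compounds, set per screening campaign, cut at about 20% in these data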;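 note: 0% = DMSO wells and 100% = biotin wells as full block of FRET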
Target sequence (Q9Y5X4 whole entry, looked up): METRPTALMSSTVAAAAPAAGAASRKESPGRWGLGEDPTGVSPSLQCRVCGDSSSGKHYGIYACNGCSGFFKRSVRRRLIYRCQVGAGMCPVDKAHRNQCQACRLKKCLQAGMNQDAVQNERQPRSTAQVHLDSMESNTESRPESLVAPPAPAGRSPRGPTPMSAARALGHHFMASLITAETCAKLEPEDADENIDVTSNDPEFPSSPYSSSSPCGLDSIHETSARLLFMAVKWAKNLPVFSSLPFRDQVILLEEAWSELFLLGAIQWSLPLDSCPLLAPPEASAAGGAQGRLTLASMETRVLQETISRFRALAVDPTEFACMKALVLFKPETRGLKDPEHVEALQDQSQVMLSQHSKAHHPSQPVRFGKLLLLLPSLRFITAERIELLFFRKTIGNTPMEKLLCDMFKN
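system = GST-tagged NR2E3 plus biotinylated RetCOR corepressor | input = 1.35 nM GST-NR2E3 | also added = 7 nM biotin-RetCOR | schedule = 5 h incubation at 4 °C | measured by = TR-FRET with europium anti-GST and streptavidin-D2, 340 nm excitation | read-out = percent loss of FRET ratio relative to control wells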
HIF-2a inh: HIF-2a reporter inhibitors, primary screen, luminescence, 786-0 RCC cells; 786-0 RCC cells HIF-2a reporter, luciferase luminescence, overnight; 0.72% of 360,000 active; AID 624352, 2012; inhibition, % at 18.8 µM;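 active = inhibition of the luminescence signal of 40% or more relative to plate controls, in a single-dose primary screen at 18.75 µM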
Vif imaging: HIV Vif self-association inhibitors, primary screen, imaging, HEK293T, single point; HEK293T cells, Vif self-association by quenched fluorescence, 24 h; inhibition, % at 7.49 µM; 0.35% of 340,000 active; in the data active = inhibition above about 50%, passing the limit was not always enough; inconclusive = no clear call, values can overlap the other calls; inactive = below about 31%; note: some results filed as inactive read as strong as hits
PDI inh: inhibitors of human PDI, primary screen, biochemical, turbidity, single point, plate reader; inhibition, % at 10 µM; 0.052% of 350,000 active; Protein disulfide-isomerase (Homo sapiens), P07237; PDI insulin aggregation turbidity, A650, 90 min;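 active = mean inhibition across replicates of 30% or more, whatever share of single replicates reach that level; inconclusive = mean inhibition below 30% while every single replicate reaches 30%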;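 note: absorbance from insulin aggregation driven by PDI reduction with DTT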
Target sequence (P07237 whole entry, looked up): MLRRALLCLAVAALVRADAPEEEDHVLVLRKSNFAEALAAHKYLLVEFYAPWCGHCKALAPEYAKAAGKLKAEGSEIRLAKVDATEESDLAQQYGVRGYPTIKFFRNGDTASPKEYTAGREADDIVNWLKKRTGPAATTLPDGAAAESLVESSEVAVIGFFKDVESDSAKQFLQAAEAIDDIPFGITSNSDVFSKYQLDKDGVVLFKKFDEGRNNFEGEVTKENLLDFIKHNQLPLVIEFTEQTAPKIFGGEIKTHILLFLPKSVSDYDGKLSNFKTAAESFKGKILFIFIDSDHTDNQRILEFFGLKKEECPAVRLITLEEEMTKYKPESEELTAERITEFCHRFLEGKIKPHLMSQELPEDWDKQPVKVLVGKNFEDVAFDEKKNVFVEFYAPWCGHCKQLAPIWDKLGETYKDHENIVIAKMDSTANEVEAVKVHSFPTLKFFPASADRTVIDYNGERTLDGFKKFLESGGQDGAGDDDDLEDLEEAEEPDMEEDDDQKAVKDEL
iPSC survival up: enhancers of single-cell hiPSC survival, primary screen, ATPlite luminescence; 100% = ROCK inhibitor wells, 0% = DMSO; survival enhancement, % at 20 µM; 0.044% of 360,000 active; in the data active = survival enhancement above about 18%;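 note: cells exposed to compounds for 16 hours before the ATP read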
CaV13 FRET inh: Primary screen for inhibitors of IQ motif and Ca2+-dependent inactivation inhibitor domain binding in CACNA1D, Förster resonance energy transfer in living cells, …. HEK cells, CFP/YFP FRET ICDI-IQ, plate reader, 10 min; percent FRET-ratio fall versus neutral wells. inhibition, % at 12.3 µM. 0.098% of 340,000 active;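 active = mean replicate inhibition of at least 30% and at least 1% of replicates passing that level; inconclusive = only one of the two criteria is met; inactive = neither criterion is met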;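 note: 0% = median of the neutral control wells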
NR2E3 ag-2: NR2E3 agonists in two-hybrid cells, primary screen, cell-based, luminescence, CHO-S, Gal4-NCOR/VP16-NR2E3. luciferase. inhibition of corepressor binding, % at 3.98 µM. 0.35% of 360,000 active. AID 602229, 2012;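 active = inhibition above the mean of all tested compounds plus 3 SD, cut at about 70% in these data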;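 note: 0% = DMSO with NR2E3 transfected cells and 100% = cells lacking NR2E3 construct; higher means lower luciferase signal from less NR2E3 corepressor binding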
aDG glyco up: activators of alpha-DG glycosylation, primary screen, uHTS, Pro5-aDG cells, AlphaScreen; AID 624168, 2012; 0.22% of 360,000 active; activation, % at 10 µM; alpha-DG glycosylation AlphaScreen (IIH6); 0% Pro5, 100% B10-LARGE cell signal;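 active = activation of at least 8% versus controls, or a plate z-score of at least 8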;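 note: Pro5 are CHO cells carrying HIG-tagged alpha-DG that lacks glycosylation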
Exocytosis inh: LAMP-1 surface exposure blockers, TALL-104 cells – cell-based, flow cytometry, MLPCN library, primary screen. TALL-104 LAMP-1 surface exposure; cells stimulated with thapsigargin and PMA. inhibition, % at 10 µM. 0.66% of 360,000 active. AID 651702, 2012;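 active = inhibition above about 55%, limit read from the data; inconclusive = no clear call, values can overlap the other calls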
Peg3 prom inh: Peg3 promoter-driven luciferase inhibitors, primary screen, cell-based, HeLa, luciferase luminescence. HeLa PEG-Prom luciferase reporter, overnight. inhibition, % at 20 µM. 1.7% of 360,000 active. AID 588405, 2011;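 active = inhibition of at least 50% at 20 µM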
MITF TRPM1 inh: inhibitors of MITF-dependent TRPM1 promoter reporter, primary screen, cell-based, SK-MEL-5, single point, luciferase; SK-MEL-5 TRPM1 promoter luciferase, 24 h; inhibition, % at 12.5 µM; 0.83% of 330,000 active; AID 488899, 2010;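 active = mean inhibition across replicates of 60% or more, whatever share of single replicates reaches that level; inconclusive = some that reach 60%, reason not given; inactive = mean inhibition across replicates below 60%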; note: values of inactives mirror those of a sister screen read the other way
* marks the source's active call; other numbers are inactive results; u = inconclusive; x = no result given.

SMILES	NR2E3 ag-1	HIF-2a inh	Vif imaging	PDI inh	iPSC survival up	CaV13 FRET inh	NR2E3 ag-2	aDG glyco up	Exocytosis inh	Peg3 prom inh	MITF TRPM1 inh
O=C1CCC(=O)N1c1ccc(NC2CCN(Cc3ccccc3)CC2)c([N+](=O)[O-])c1	1	9	-3	6	0.2	0	-22	0.0	4	6	-6
Cc1noc(C)c1COC(=O)c1cc2ccccc2cc1O	1	-18	-7	-5	1.8	-6	23	0.2	-1	-22	-3
CC(C)N1CCC(C)(C(=O)Nc2ccccc2Oc2ccccc2)C1 (stereo unspecified)	x	-2	3	1	2.0	-5	-4	-0.1	8	1	x
COc1cc2c(cc1O)CCN(C(=O)c1ccco1)C2C (stereo unspecified)	6	16	17	-3	-0.1	-8	1	0.2	-1	-1	9
Cc1c(S(=O)(=O)Nc2cccc3ccccc23)c(=O)n(C)c(=O)n1C	0	22	15	8	-0.5	-4	-2	0.2	17	19	7
CC(=O)Nc1ccc2c(c1)nc1n2CCN(C2CCCCC2)C1	x	-118	-3	5	-0.6	-11	-39	0.0	0	-80	-36
COc1cc(C(=O)NCC(c2ccco2)N2CCOCC2)cc(OC)c1OC (stereo unspecified)	-2	-14	-2	15	-0.5	-4	-13	-0.1	4	9	4
Cc1occc1C(=O)NC(C)C1CCCO1 (stereo unspecified)	-1	21	-11	0	0.1	-4	-3	0.1	6	6	8
COc1ccc(N2CCN(C(=O)c3ccc4[nH]c(C)c(C)c4c3)CC2)cc1	2	4	9	-4	0.4	-3	9	-0.4	0	-3	-5
CC[C@@H](NC(=O)Cn1cc(C)c(=O)[nH]c1=O)c1ccccc1	x	9	-6	-2	-0.7	-10	-9	0.5	-3	-4	2
O=C1c2ccccc2C(=O)C12OC2c1ccc(Cl)cc1Cl (stereo unspecified)	0	-14	0	-2	-3.7	10	9	-0.3	-2	99*	u
CCc1ccccc1NC(=S)N(CCN(C)C)C(C)c1ccco1 (stereo unspecified)	2	14	8	-6	-0.9	-17	-27	-0.1	-3	6	6
CCCn1cc([C@@H]2C[C@H]3CN(Cc4cccc(Cl)c4)C(=O)[C@]34CCCN24)c(C)n1	1	11	x	14	-0.7	-2	-22	0.0	4	-18	9
COC(=O)CSc1[nH]c(=O)cc(C)c1C#N	2	14	6	-9	2.3	-6	6	0.0	4	12	11
Cc1cccc(N2CCN(C(=O)Cn3sc4nc(C)cc(C)c4c3=O)CC2C)c1 (stereo unspecified)	5	16	-2	x	-1.2	x	-33	0.2	7	26	9
O=C(CSc1ccccc1)N1CCN(S(=O)(=O)c2cccs2)CC1	-1	-24	x	-4	0.7	-6	0	0.1	-8	-6	-13
Cn1c(Cc2ccccc2)nnc1SCc1cc(=O)n2ccsc2n1	2	5	11	0	-0.3	-3	-6	-0.2	4	-13	5
CC(C)(CO)CNC(=O)CCc1nnc(C2(c3ccc(Cl)cc3)CCC2)o1	1	-16	0	-3	3.8	-5	-8	0.0	-3	-13	7
COc1cc2c(cc1NC(=O)C(C)NCc1ccccc1)oc1ccccc12 (stereo unspecified)	-1	-68	2	-3	4.1	-19	-16	0.2	4	-42	11
Cc1cc(=O)[nH]c(SCC(=O)NCC2CCCCC2)c1C#N	4	8	4	-2	1.0	-6	-27	-0.1	-3	-19	3
Cc1nc2cc(NC(=O)N3c4ccccc4CC3C)ccc2o1 (stereo unspecified)	6	-4	-3	-1	-2.2	-7	2	0.2	-6	-4	10
Cc1ccc(OCc2cc(C(=O)NCC3COCCO3)no2)cc1C (stereo unspecified)	-1	-79	-1	-3	0.1	x	7	0.2	-3	-53	-5
Cc1ccc(S(=O)(=O)N2CCN(C(=O)C3=COCCO3)CC2)cc1C	5	14	4	8	-2.0	-1	2	0.3	1	9	-7
CCn1cc(S(=O)(=O)N2CCN(c3ccc(Cl)cc3)CC2)cn1	-1	10	-7	11	0.2	x	-9	0.1	5	2	6
COc1cccc(NC(=O)COC(=O)c2cccnc2)c1	1	-4	14	3	-1.0	-4	-28	-0.2	-1	6	-3

(more compounds)
SMILES	NR2E3 ag-1	HIF-2a inh	Vif imaging	PDI inh	iPSC survival up	CaV13 FRET inh	NR2E3 ag-2	aDG glyco up	Exocytosis inh	Peg3 prom inh	MITF TRPM1 inh
CCOC(=O)C1CCCN(C(=O)c2cc(S(=O)(=O)N3CCCCCC3)ccc2OC)C1 (stereo unspecified)	2	3	17	-15	-0.2	-3	13	0.0	-6	-10	5
COc1ccc2nc3cc(Cl)ccc3c(Nc3ccc(O)c(CN4CCN(C)CC4)c3)c2c1	x	-49	2	1	-2.3	-4	-28	-0.6	66*	95*	106*
CCOc1ccc(CCNC(=O)COC(=O)/C=C/c2ccc(OC(F)F)c(OC)c2)cc1OCC	-4	6	3	1	-0.1	-7	-23	0.1	4	-4	9
COc1cccc(OCC(=O)N(C)Cc2nc(-c3ccccc3)no2)c1	2	0	3	-13	0.2	-4	4	0.0	1	-20	13
O=C(C1=C(O)C(=O)N(c2ccccc2)C1c1ccc([N+](=O)[O-])cc1)c1cccs1 (stereo unspecified)	-3	-19	-7	0	1.2	1	17	-0.2	3	-17	7
COn1c(SC2CCCCC2)nc2ccccc2c1=O	1	-24	-2	3	-0.9	-8	18	0.0	2	12	9
CC1=NOC(=O)/C1=C\c1ccc(-c2ccc(Cl)c(C(=O)O)c2)o1	x	16	6	9	3.2	-3	8	0.5	2	0	3
COCCn1c(SCC(=O)NCc2ccccc2)nc2ccccc21	2	7	-11	9	0.8	-8	-13	0.2	14	-8	8
COc1cc(-n2nnnc2SC)c(OC)cc1Cl	0	12	19	7	0.2	u	4	-0.2	-1	12	-7
CC(Cc1ccccc1)N1C(=O)c2cccc([N+](=O)[O-])c2C1=O (stereo unspecified)	3	-34	-7	7	-0.1	-5	-9	-0.1	-9	-106	0
CCOC(=O)CSc1nc2cc(OCC)ccc2cc1C#N	2	-274	11	1	0.7	-6	-114	2.6	5	-354	-76
CN1CCN(C(=O)Nc2cccc(-c3ccccc3)c2)CC1	-2	11	-1	-1	0.9	2	-13	-0.2	-3	-3	6
O=C(CNC(=O)c1ccc(-c2ccccc2)cc1)OCc1ccc(Br)cc1	x	-131	8	-7	-2.5	-26	-38	-0.1	1	-136	-46
CCN(CC)CCNC(=O)c1ccc(NC(=O)c2cccc(S(=O)(=O)Nc3ccc(C)cc3)c2)cc1	5	24	-4	-2	3.2	-3	13	0.1	0	23	5
CCCc1nnc(SCC(=O)Nc2ccc(Cl)cc2Cl)o1	0	-40	-5	-5	0.8	-7	8	0.0	-6	-36	-9
CC(NC(=O)Cn1nc(C(=O)O)c2ccccc2c1=O)C12CC3CC(CC(C3)C1)C2 (stereo unspecified)	4	16	14	-1	-1.2	8	-3	-0.1	-1	23	-8
Cc1nc(Nc2c(Cl)cccc2Cl)sc1C(=O)Nc1ccccc1	4	-37	5	-2	1.7	-12	2	-0.3	-1	-45	2
CCOCCC(=O)Nc1ccc2c(c1)c(=O)n(C)n2Cc1cccc(C(F)(F)F)c1	x	1	4	5	2.8	-5	18	-0.2	-1	8	x
Cc1sc2nc(CN3CCOCC3)nc(N3CCOCC3)c2c1C	1	-9	11	4	-0.3	x	14	0.6	2	6	12
O=C(CSc1nnc(-c2ccc(S(=O)(=O)N3CCCC3)cc2)o1)NCc1ccccc1	-3	12	1	0	2.8	-3	-8	0.1	-4	34	13
Cc1ccc(OCCSc2ncccn2)c(C)c1	x	-251	-5	-13	-0.3	-8	-121	0.0	-16	-385	-162
CC(C)Cn1cnc2c(=O)oc3ccccc3c21	-1	21	-4	4	2.6	x	-32	-0.2	-4	13	4
CC(C)N=C1SCC(C)(/C=N/O)S1 (stereo unspecified)	5	0	9	12	0.0	-8	-13	-0.2	-2	-4	0
COc1ccc(C(=O)NCc2cc(C(C)C)no2)cc1OC1CCN(C(C)C)CC1	0	10	-7	-3	-0.4	-6	-20	0.0	1	-13	-1
Cc1ccc(S(=O)(=O)N(C)c2cc(S(N)(=O)=O)c(C)cc2C)cc1	3	17	6	5	0.1	-4	6	0.1	-1	21	-24

Carrying on.
SMILES	NR2E3 ag-1	HIF-2a inh	Vif imaging	PDI inh	iPSC survival up	CaV13 FRET inh	NR2E3 ag-2	aDG glyco up	Exocytosis inh	Peg3 prom inh	MITF TRPM1 inh
O=C1NC(Cc2ccc(O)cc2)c2nc3cc(F)ccc3c(=O)n2-c2ncccc21 (stereo unspecified)	x	7	-11	u	0.0	-10	15	-0.1	0	18	x
CCOC(=O)C1=C(C)N=c2sc(=Cc3cc(Cl)c(OCC(=O)O)c(OC)c3)c(=O)n2C1c1ccccc1Cl (stereo unspecified)	x	20	9	18	-1.2	-11	9	-0.5	7	5	x
CC1CCc2cc(F)cc3c(=O)c(C(=O)O)cn1c23 (stereo unspecified)	-1	8	-4	13	-0.3	-6	-32	0.0	-9	8	-3
C(=N\N(c1ccccc1)c1ccccc1)/c1ccc(N2CCOCC2)s1	-3	7	-4	-13	0.4	-3	-8	-0.6	-1	-4	9
CC1(C)C(=O)Nc2ccccc2N1C(=O)Cn1ncc(Cl)c(Cl)c1=O	-4	5	-13	-8	0.3	-7	-11	-0.1	11	40	3
CSc1n[nH]c(NC(C)=O)n1	12	1	-3	7	0.5	-5	6	0.0	-2	19	0
CCOC(=O)C1=CN(Cc2ccccc2)CCC1=O	x	4	17	6	-2.0	-6	-36	0.0	0	-14	1
Cc1[nH]nc2c1C1(CCC(c3ccccc3)CC1)C(C#N)=C(N)O2 (stereo unspecified)	4	11	-7	12	-0.5	-10	16	0.2	4	16	14
O=C(O)c1ccc2c(c1)C(=O)N(Cc1ccccc1)C2=O	-5	6	-3	3	-2.0	-4	-11	0.1	-2	1	8

Ordered by formula weight (ascending): three of the compounds above
SMILES	NR2E3 ag-1	HIF-2a inh	Vif imaging	PDI inh	iPSC survival up	CaV13 FRET inh	NR2E3 ag-2	aDG glyco up	Exocytosis inh	Peg3 prom inh	MITF TRPM1 inh
CC1CCc2cc(F)cc3c(=O)c(C(=O)O)cn1c23 (stereo unspecified)	-1	8	-4	13	-0.3	-6	-32	0.0	-9	8	-3
Cc1[nH]nc2c1C1(CCC(c3ccccc3)CC1)C(C#N)=C(N)O2 (stereo unspecified)	4	11	-7	12	-0.5	-10	16	0.2	4	16	14
CC1(C)C(=O)Nc2ccccc2N1C(=O)Cn1ncc(Cl)c(Cl)c1=O	-4	5	-13	-8	0.3	-7	-11	-0.1	11	40	3

From PubChem BioAssay
